Screening results from PubChem BioAssay.
H1N1 NS1A inhibition = H1N1 influenza NS1A inhibitors, functional cell based assay (AID 504329); NS1A functional cell-based assay, percent inhibition; higher % means a stronger effect; inhibition, % at 12.5 µM, or IC50 in µM where a hit was titrated; actives 0.3% (n = 340,000); in the data active means a potency from the dose series; inconclusive means inhibition above about 27% without an active follow-up result; further: strong numbers were not always called active
Salmonella PhoP GFP = PhoP regulon inhibitors, Salmonella typhi PhoP promoter GFP reporter, confirmatory (AID 1850). Salmonella Typhi PhoP-promoter GFP reporter, fluorescence, 4 h; higher % means a stronger effect. actives 0.33% (n = 310,000). one-dose inhibition, % at 50 µM; IC50 in µM for titrated hits; in the data active means a potency from the dose series; inconclusive means inhibition mostly from about 25% at the one dose, without a potency; inactive means the rest, 99 in 100 with inhibition below about 19%;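 further: 0% = induced wells with vehicle and 100% = uninduced wells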
M. tuberculosis HTS = M. tuberculosis growth inhibition, HTS (AID 449762); M. tuberculosis H37Rv growth inhibition, 7H9 media; higher % means a stronger effect; one-dose inhibition, % at 25 µM; IC50 in µM for titrated hits; actives 0.59% (n = 330,000); in the data active means a potency from the dose series; inconclusive means inhibition above about 70% without an active follow-up result;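 further: bacterial growth assessed after seven days of incubation; strong numbers were not always called active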
VEEV TC-83 Vero = inhibitors of VEEV TC-83 cytopathic effect, confirmation, Vero cells (AID 588727); Vero cells, VEEV TC-83 cytopathic effect inhibition; higher % means a stronger effect; one-dose inhibition, % at 20 µM; IC50 in µM for titrated hits; actives 0.13% (n = 350,000); in the data active means a potency from the dose series; inconclusive means inhibition mostly from about 14% at the one dose, without a potency; inactive means the rest, 99 in 100 with inhibition below about 12%; further: strong numbers were not always called active
tuberculosis growth = growth inhibition of non-replicating M. tuberculosis (AID 488890); Mycobacterium tuberculosis non-replicating, growth inhibition; higher % means a stronger effect; one-dose inhibition, % at 25 µM; IC50 in µM for titrated hits; actives 0.39% (n = 320,000); in the data active means a potency from the dose series; inconclusive means inhibition mostly from about 82% at the one dose, without a potency; inactive means the rest, 99 in 100 with inhibition below about 76%;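 further: plate controls were DMSO cells for no effect and high antibiotic wells for full effect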
VEEV TC-83 Vero 10K pilot screen = recorded beside VEEV TC-83 Vero, whose call it bears; inhibition, %; measured here: 10K pilot screen inhibition
Active calls of the source: *; i = inactive; u = inconclusive; x = no result given.

SMILES	H1N1 NS1A inhibition	Salmonella PhoP GFP	M. tuberculosis HTS	VEEV TC-83 Vero	tuberculosis growth	others
CCOC(=O)C1=C(C)N(CCCCCC(=O)O)C(=O)NC1c1ccccc1Cl (stereo unspecified)	7%	0%	4%	0.1%	9%
Cc1ccc(N(CC(O)CON=C2c3ccccc3-c3ccccc32)S(C)(=O)=O)cc1 (stereo unspecified)	-8%	-11%	8%	4.1%	13%
O=C(Nc1nc(-c2ccccn2)cs1)c1ccc(Br)s1	23%	24µM*	u	i	u
CCCN(CCC)CCCNC(=O)c1cn(CC)c2ccc(S(=O)(=O)N(C)C3CCCCC3)cc2c1=O	-3%	-5%	4%	i	35%
O=C(CSc1nc2[nH]c(=O)cc(O)c2s1)NCCc1ccccc1	-13%	x	x	3.8%	x
CC(C)NC(=O)CN(C(=O)CCC(=O)Nc1ccccn1)c1ccc(F)c(Cl)c1	-6%	-6%	-5%	7.2%	-13%
COc1ccccc1CNc1ccc2nnc(CCNC(=O)c3ccc(C)cc3)n2n1	-3%	-3%	u	2.1%	42%
CCC(=O)Nc1c(C)c(CC)nc2ccccc12	20%	2%	6%	1.4%	3%
COc1cc(C=O)ccc1OCCCOc1ccccc1C(=O)O	2%	2%	3%	i	-14%
Cc1ccc(C(=O)OC(C)CN2CCOCC2)cc1 (stereo unspecified)	-3%	-5%	12%	1.3%	3%
Cc1nnc(SCC(=O)NC2CCCC2)n1-c1ccccc1	-6%	x	1%	1.7%	-23%
COc1ccc(-c2c(C)nn(Cc3ccccc3)c2N)cc1	3%	-2%	1%	0.4%	12%
CCc1nc(SCc2ccccc2C)n[nH]1	2%	8%	3%	0.7%	-6%
COc1ccc(C(=O)OCC(=O)N2C(C)CCCC2C)cc1S(=O)(=O)N1CCOCC1 (stereo unspecified)	4%	x	0%	1.6%	-1%
O=C(CCCN1C(=O)C(c2ccccc2)Oc2cccnc21)NCc1ccccc1Cl (stereo unspecified)	9%	2%	-1%	2.5%	2%
CN(C)C(CNC(=O)c1cc2ccccc2o1)c1ccco1 (stereo unspecified)	-12%	x	0%	0.6%	-3%
COc1ccc(C(=O)NC(C)(C)C)cc1S(=O)(=O)N1CCCC1	2%	7%	1%	1.7%	1%
CN(CC(=O)Nc1ccccc1Br)C(=O)CNC(=O)c1ccco1	-17%	5%	1%	1.3%	-1%
CC(=O)c1cccc(CN2CCN(CC(C)C)C(CCO)C2)c1 (stereo unspecified)	-1%	-1%	-7%	0.1%	-4%	VEEV TC-83 Vero 10K pilot screen=0.6
O=C(Nc1cccc(S(=O)(=O)N2CCOCC2)c1)c1cn(-c2ccccc2)nc1-c1ccccc1	6%	-6%	4%	5.4%	-27%
COc1ccc(CN2CC(C(=O)NCCCN3CCOCC3)CC2=O)cc1 (stereo unspecified)	5%	3%	-9%	1.3%	8%	VEEV TC-83 Vero 10K pilot screen=0.6
COc1ccc(S(=O)Cc2ccc(C(=O)N3CCN(C(=O)c4ccco4)CC3)o2)cc1 (stereo unspecified)	7%	3%	-5%	1.1%	-23%
CN1CCC(N(C)S(=O)(=O)c2ccc(C(C)(C)C)cc2)CC1	2%	-5%	2%	0.4%	74%
Cc1nc2ccccc2c(=O)n1NC(=O)c1ccccc1[N+](=O)[O-]	-6%	7%	-1%	i	1%
COc1ccc(N(C(=O)c2ccco2)S(=O)(=O)c2cc(Cl)c(Cl)cc2Cl)cc1	2%	7%	-5%	i	27%
The results go on:
SMILES	H1N1 NS1A inhibition	Salmonella PhoP GFP	M. tuberculosis HTS	VEEV TC-83 Vero	tuberculosis growth	others
O=C(CSC1=NS(=O)(=O)c2ccccc2N1)Nc1cccc(F)c1	-7%	-1%	14%	1.9%	34%
Cc1ccc2c(C(=O)CSc3ccccc3)c(C)[nH]c2c1	-5%	-8%	1%	0.7%	9%
COCCN(C(=S)Nc1ccc(C)cc1)C(C)c1ccco1 (stereo unspecified)	-3%	0%	8%	3.7%	-5%
O=C(Cc1ccccc1[N+](=O)[O-])NC1CC2CCC1C2 (stereo unspecified)	1%	-2%	-3%	i	-8%
S=c1[nH]c2ccccc2n2cccc12	-7%	-5%	9%	0.2%	-17%
Cc1cc(C(=O)NC2CCCCC2)on1	-14%	-15%	-11%	0.7%	70%
c1ccc2c(c1)CCN(C1=Nc3cccc4cccc1c34)C2	14%	x	x	7.5%	x
Cn1c(=O)c2[nH]c(C3CCC3)nc2n(C)c1=O	-13%	x	x	i	x
Cc1ccc(NC(=O)CSc2nnc(C3CCCCC3)n2N)cc1F	-5%	9%	-5%	2.9%	4%
CCOc1ccc2nc(NC(=O)Cc3cccs3)sc2c1	-19%	13%	69%	5.6%	75%
COC1=CCC2([N+](=O)[O-])CN(C)CC1([N+](=O)[O-])C2 (stereo unspecified)	-1%	-2%	4%	0.1%	-10%
N#Cc1c(Cl)nc(-c2ccncc2)nc1-c1ccccc1	-12%	-11%	-5%	i	4%
NC(=O)CC(NC(=O)c1ccc(Br)cc1)c1ccc(NCc2ccc(F)cc2)c([N+](=O)[O-])c1 (stereo unspecified)	-3%	-3%	-1%	u	-3%
Cc1ccc(C)c(S(=O)(=O)N2CCN(CC(=O)Nc3ccc4c(c3)OCCO4)CC2)c1	7%	5%	-11%	i	24%
COc1ccc(CN2CCc3cc(OC)c(OC)cc3C2)cc1O	-18%	3%	-19%	0.4%	22%
CCNc1nc(NC(C)C)nc(N(C#N)Cc2ccccc2)n1	7%	-4%	3%	9.9%	29%
O=C(NCC1CCCN1S(=O)(=O)c1cccs1)c1c(F)cccc1F (stereo unspecified)	-3%	-3%	-7%	0.1%	13%
CC1CCN(C(=O)c2cc3nc(-c4ccccc4)cc(-c4ccccc4)n3n2)CC1	-24%	-5%	u	i	24%
CCOC(=O)c1ccc(NC(=O)c2cc(S(=O)(=O)N3CCOCC3)cn2C)cc1	-17%	-13%	-11%	0.6%	-3%
O=C(/C=C/c1ccc(Br)o1)Nc1nnc(C2CC2)s1	x	10%	2%	x	0%
Cc1ccccc1CNC(=O)C(=O)NCCC1CCCCN1S(=O)(=O)c1cccs1 (stereo unspecified)	-1%	1%	7%	8.3%	14%
Clc1cccc(-c2ccc3ncnc(NCc4cccnc4)c3c2)c1	2%	x	9%	0.4%	3%
O=C(Nc1nc2ccccc2n1CCN1CCOCC1)c1ccc(COc2ccccc2Br)o1	-4%	-4%	5%	4.1%	-15%
Cc1cc(OCCCCn2ccnc2)cc(C)c1Cl	-24%	2%	u	i	4.7µM*
O=C(CNC(=O)c1ccccc1F)NC1CC1	-3%	-5%	0%	0.2%	0%
More results:
SMILES	H1N1 NS1A inhibition	Salmonella PhoP GFP	M. tuberculosis HTS	VEEV TC-83 Vero	tuberculosis growth	others
COc1ccc(/C=C2/SC(=O)N(CCC(=O)Nc3ccc(C)cc3)C2=O)cc1OC	x	-7%	11%	x	34%
CCOc1cc(/C=N/NC(=O)CN2CCCCC2)ccc1OCc1cccc(Cl)c1	-4%	-1%	2%	0.3%	41%
Cc1ccc(C(=O)N/C(=C\c2ccc(C)o2)C(=O)O)cc1	11%	-2%	6%	1.3%	-3%
COc1cccc(C2CC(c3cccc(C)c3)n3ncnc3N2)c1 (stereo unspecified)	0%	1%	-5%	0.7%	24%
O=C(Nc1ccccc1)OCCNC(=O)c1cccc(Cl)c1	3%	8%	-8%	1.2%	-2%
CCC1(c2ccc(F)cc2)NC(=O)N(CC(=O)Nc2ccc(S(N)(=O)=O)cc2)C1=O (stereo unspecified)	-4%	5%	8%	1.3%	5%
Cc1cc(NC(=O)COC(=O)[C@@H](NS(=O)(=O)c2ccccc2)C(C)C)no1	-5%	-8%	-7%	0.7%	-3%
COc1ccc(OC)c(NC(=O)COC(=O)CCCN=C2NS(=O)(=O)c3ccccc32)c1	0%	x	-5%	0.9%	-1%
C=CCNC(=O)c1cc(-c2ccncc2)nc2c(C)cc(C)cc12	-13%	-8%	9%	8.8%	25%
CC(C)c1ccc(NC(=O)[C@H](NC(=O)[C@@H]2Cc3ccccc3CN2)c2ccccc2)cc1	8%	-17%	u	4.0%	15%
CCNC(=O)CSc1nnc(-c2ccccc2)n1-c1ccc(OCC)cc1	-4%	1%	-11%	i	x
COc1ccccc1CNC(=O)C(CCSC)NC(=O)c1cccc(S(=O)(=O)N2CCOCC2)c1 (stereo unspecified)	3%	x	-1%	0.8%	9%
COc1ccc(-c2[nH]ncc2/C=N\NC(=O)c2ccc(Br)o2)cc1OC	7%	6%	2%	12%	2%
C=CCn1c(SCC(=O)Nc2nc3ccccc3s2)nnc1-c1ccccc1O	7%	-7%	7%	10%	-14%
CCn1c(N)c(C(=O)NCc2ccc3c(c2)OCO3)sc1=S	8%	-7%	13%	6.5%	17%
OCCC1CN(Cc2cccn2-c2ccccn2)CCN1C1CCCC1 (stereo unspecified)	4%	0%	-5%	i	9%
O=C(NCCCn1ccnc1)C(=O)Nc1ccccc1	-6%	5%	-3%	i	-2%
O=C(CCC(=O)NC12CC3CC(CC(C3)C1)C2)NC1CCCCC1	-2%	2%	-1%	0.6%	-3%
O=C(Cc1ccc(F)cc1)N1CCOCC1	-38%	0%	-2%	i	-5%
Cc1ccc(NC(=O)c2cc3ccccc3oc2=N)cc1	4%	-8%	2%	0.4%	61%
c1ccc(Cn2nc(-c3ccccc3)nc2-c2ccccc2)cc1	1%	-2%	4%	0.3%	34%
CC(C)N1C/C(=C/c2cccnc2)C(=O)/C(=C/c2cccnc2)C1	-3%	9%	x	u	x
O=C(CCC(=O)Nc1ccc(F)cc1)N/N=C/c1cccs1	-9%	-4%	-6%	7.5%	1%
Cc1ncc(COCc2ccccc2)c(CO)c1OCc1ccccc1	-25%	x	x	2.3%	x
COc1ccc(-c2ccc3c(c2)C2CC3CCN2C(=O)C(C)(C)C)cc1 (stereo unspecified)	-2%	x	x	i	x

3 entries picked at random from those above:
SMILES	H1N1 NS1A inhibition	Salmonella PhoP GFP	M. tuberculosis HTS	VEEV TC-83 Vero	tuberculosis growth	others
c1ccc(Cn2nc(-c3ccccc3)nc2-c2ccccc2)cc1	1%	-2%	4%	0.3%	34%
COc1ccccc1CNC(=O)C(CCSC)NC(=O)c1cccc(S(=O)(=O)N2CCOCC2)c1 (stereo unspecified)	3%	x	-1%	0.8%	9%
Cc1ncc(COCc2ccccc2)c(CO)c1OCc1ccccc1	-25%	x	x	2.3%	x

Later entries:
SMILES	H1N1 NS1A inhibition	Salmonella PhoP GFP	M. tuberculosis HTS	VEEV TC-83 Vero	tuberculosis growth	others
Nc1nc(SCc2ccccc2Cl)ns1	2%	3%	u	2.0%	57%	VEEV TC-83 Vero 10K pilot screen=1.1
Fc1ccc(Br)cc1/C=N/n1cnnc1	-1%	2%	-4%	2.2%	-8%
CCOc1ccc(NC(=O)C2CCN(C(=O)C3CC(=O)N(c4ccc(C)cc4)C3)CC2)cc1 (stereo unspecified)	6%	10%	-1%	1.7%	22%
CC(C)(C)c1ccc(OCCCNC2CCCC2)cc1	-3%	83µM*	8%	0.1%	57%
O=C(c1cc(COc2ccc(F)cc2F)on1)N1C[C@H]2CC[C@H]1C2	-2%	2%	-3%	6.7%	6%
CCCCCCN(C(=O)CCCCCN1C(=O)NC(c2ccc([N+](=O)[O-])cc2)C(C(=O)OCc2ccccc2)=C1C)C(C(=O)NCCCC)C1CCCCC1 (stereo unspecified)	3%	x	x	0.4%	x
CCOC(=O)N1CCN(c2c(NCCN3CCCCC3CC)c(=O)c2=O)CC1 (stereo unspecified)	23%	-2%	-9%	1.8%	x
CCOC(=O)Cc1csc(NC(=O)CC(C)(C)C)n1	3%	7%	-2%	0.3%	6%
CCC(C)NC(=O)CC(C)C (stereo unspecified)	-6%	-3%	0%	i	-3%
Cc1cc(NC(=O)CN(C)CC(=O)Nc2ccc(Cl)cc2)no1	-2%	x	4%	0.7%	72%
N#Cc1ccc(C(=O)Nc2cc(S(=O)(=O)N3CCOCC3)ccc2N2CCCC2)cc1	6%	x	0%	8.2%	1%
Cc1nnc(SCc2cccc(CSc3nnc(C)s3)c2)s1	0%	-10%	-1%	i	23%	VEEV TC-83 Vero 10K pilot screen=2.1
COc1ccc(NS(=O)(=O)c2ccc(C(=O)N3CCC(C)CC3)cc2)cc1	10%	x	3%	1.0%	1%

In the list so far, three contain a cyano group:
SMILES	H1N1 NS1A inhibition	Salmonella PhoP GFP	M. tuberculosis HTS	VEEV TC-83 Vero	tuberculosis growth	others
N#Cc1c(Cl)nc(-c2ccncc2)nc1-c1ccccc1	-12%	-11%	-5%	i	4%
CCNc1nc(NC(C)C)nc(N(C#N)Cc2ccccc2)n1	7%	-4%	3%	9.9%	29%
N#Cc1ccc(C(=O)Nc2cc(S(=O)(=O)N3CCOCC3)ccc2N2CCCC2)cc1	6%	x	0%	8.2%	1%

Hits appear at their usual frequency; any-hit rate near 1.6%.
